SENP6 block – blocks the human protease SENP6; Q9GZR1; Recombinant SENP6 catalytic domain, aminoluciferin luminescence; inhibition, % at 10 µM; 330,000 tested, 1.8% active;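 active = inhibition above about 50% at the single tested dose, limit read from the data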;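 note: plate controls were DMSO wells with enzyme for no effect and DMSO wells lacking enzyme for full effect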
HKDC1 inhibitor – blocks human hexokinase HKDC1 activity; Q2TB90; recombinant HKDC1, G6PDH/diaphorase resazurin coupled fluorescence; inhibition, % at 20 µM; 340,000 tested, 0.16% active; AID 493160;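 active = inhibition above about 35% when tested at 20 µM, limit read from the data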;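 note: plate controls were DMSO wells with enzyme for no effect and DMSO wells lacking enzyme for full effect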
Target sequence (Q2TB90 whole entry, looked up): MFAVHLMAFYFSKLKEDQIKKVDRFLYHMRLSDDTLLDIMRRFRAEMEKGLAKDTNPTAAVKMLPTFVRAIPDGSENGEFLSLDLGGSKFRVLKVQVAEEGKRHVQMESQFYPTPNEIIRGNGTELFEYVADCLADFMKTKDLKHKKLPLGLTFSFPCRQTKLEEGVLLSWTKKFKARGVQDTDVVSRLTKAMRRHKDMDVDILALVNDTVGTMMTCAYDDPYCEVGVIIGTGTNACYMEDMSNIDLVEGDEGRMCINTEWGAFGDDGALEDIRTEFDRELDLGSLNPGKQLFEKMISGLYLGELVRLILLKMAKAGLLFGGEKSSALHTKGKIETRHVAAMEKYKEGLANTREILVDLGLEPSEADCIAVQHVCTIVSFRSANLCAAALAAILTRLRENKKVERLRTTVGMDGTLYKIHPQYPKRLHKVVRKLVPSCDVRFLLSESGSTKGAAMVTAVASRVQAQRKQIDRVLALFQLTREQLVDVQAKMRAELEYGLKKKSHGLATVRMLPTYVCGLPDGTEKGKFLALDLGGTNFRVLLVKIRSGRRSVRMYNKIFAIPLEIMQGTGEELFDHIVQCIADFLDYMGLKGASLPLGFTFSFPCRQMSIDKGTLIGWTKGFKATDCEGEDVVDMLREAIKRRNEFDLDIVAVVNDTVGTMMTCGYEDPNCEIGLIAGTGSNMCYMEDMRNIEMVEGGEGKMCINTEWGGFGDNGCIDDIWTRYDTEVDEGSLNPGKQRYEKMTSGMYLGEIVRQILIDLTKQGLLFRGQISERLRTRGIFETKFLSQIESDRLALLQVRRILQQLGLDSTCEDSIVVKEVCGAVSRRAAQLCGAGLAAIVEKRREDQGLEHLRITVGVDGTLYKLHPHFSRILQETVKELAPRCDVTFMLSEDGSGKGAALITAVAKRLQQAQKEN
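Assay system: in-house recombinant HK5 (HKDC1) enzyme. Input: HKDC1 at 5 µg/mL. Medium: Tris pH 8.0 buffer with MgCl2, Tween-20, BSA, BME. Dosing: single 20 µM dose. Schedule: 90 min reaction incubation at room temperature, dark. Signal: resazurin-to-resorufin fluorescence via G6PDH and diaphorase coupling, 525/613 nm. Controls: DMSO-enzyme wells negative, buffer-substituted wells positive.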
SENP8 block-1 – blocks human SENP8 cleavage of Nedd8 substrate; Q96LD8; recombinant SENP8, Nedd8 substrate fluorescence; inhibition, % at 20 µM; 360,000 tested, 0.64% active; AID 602440; in the data active = inhibition mostly above about 40%, no sharp cut-off; inactive = mostly below about 27%
beta cell repl – inducers of beta-cell replication in MIN6 cells. MIN6 cells proliferation, ATPlite luminescence, 48 h; cells starved in 0.2% serum; 100% = growth in 10% serum. 330,000 tested, 0.29% active. proliferation, % at 10 µM;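 active = compounds whose signal lies at least 3.5 SD above the mean of all wells on their plate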;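 note: 0% = DMSO-treated cells in low-serum medium and 100% = 10% serum control; some compounds called inactive have numbers as strong as hits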
SENP7 block – blocks the human protease SENP7. inhibition, % at 5 µM. 330,000 tested, 1.5% active. AID 434973. Q9BQF6. recombinant SENP7, Z-RLRGG-aminoluciferin luminescence, 40 min;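 active = inhibition above about 50% at the single test dose, limit read from the data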;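 note: plate controls were DMSO with enzyme for no effect and no enzyme buffer wells for full effect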
UBC13 polyUb – human UBC13 polyubiquitination inhibition; inhibition, % at 20 µM; 330,000 tested, 0.47% active; P61088; UBC13 polyubiquitin chain formation, TR-FRET; in the data active = inhibition above about 45%, passing the limit was not always enough
Target sequence (P61088 whole entry, looked up): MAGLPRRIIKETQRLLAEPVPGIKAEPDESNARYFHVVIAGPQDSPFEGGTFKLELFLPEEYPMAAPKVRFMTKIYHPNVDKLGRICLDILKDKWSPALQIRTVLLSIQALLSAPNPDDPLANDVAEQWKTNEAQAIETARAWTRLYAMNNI
SENP8 block-2 – blocks the human protease SENP8 | purified SENP8, Z-RLRGG-aminoluciferin cleavage, luminescence | inhibition, % at 10 µM | 330,000 tested, 1.2% active | AID 2540; in the data active = inhibition above about 50%
SENP1 inh – inhibitors of human SENP1 SUMO protease catalytic domain | Q9P0U3 | recombinant SENP1 catalytic domain, CyPet-SUMO1-YPet FRET cleavage | inhibition, % at 10 µM | 360,000 tested, 0.21% active;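 active = inhibition at least 30% at 10 µM, raw YFP signal under a set limit, fluorescence ratio 0.5 to 1.5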;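 note: 0% = enzyme with DMSO and 100% = no enzyme wells; some results filed as inactive read as strong as hits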
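System: Recombinant human SENP1 catalytic domain, His6-tagged | Incubation: Enzyme reaction for 50 min at room temperature, dark | Medium: Tris pH 8 with BME, BSA, NP40 and catalase | Also added: 25 nM SUMO1 FRET substrate | Compound: 10 µM single point, 0.5% DMSO | Measured by: FRET fluorescence in CFP and YFP emission channels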
PfGluPho inh – PfG6PD (Plasmodium falciparum) enzyme inhibition | PfGluPho enzyme, NADPH resazurin-diaphorase fluorescence | inhibition, % at 20 µM | 350,000 tested, 0.78% active | AID 504690;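 active = inhibition reaching at least a set limit at 20 µM in the primary screen, cut at about 59% in these data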;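 note: 0% = DMSO wells with substrate and 100% = DMSO wells lacking glucose-6-phosphate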
* hit, by the source's call; / = not tested or not shown; & = joins results of further samples.

SMILES	SENP6 block	HKDC1 inhibitor	SENP8 block-1	beta cell repl	SENP7 block	UBC13 polyUb	SENP8 block-2	SENP1 inh	PfGluPho inh
CC(Cc1ccccc1)C(=O)N(C)Cc1ccccc1 (stereo not given)	7	1	6	-7	-1	-11	-1	1	-1
COc1cc(/C=C(\C#N)c2[nH]nc(N)c2C#N)cc(OC)c1O	-5	6	-104	1	-3	-13	-4	-24	8
CCC(=O)c1c[nH]c(C(=O)NCC2CCCO2)c1 (stereo not given)	3	-4	16	-2	6	1	3	-2	-14
COc1ccc(-n2c(SCC(=O)Nc3cc(C)on3)nc3c([nH]c4ccccc43)c2=O)cc1OC	15	3	-13	-4	5	-2	6	2	-8
Cc1ccc2nc(SCc3nc4c(cnn4-c4ccccc4)c(=O)[nH]3)[nH]c2c1	4	-3	17	0	3	-9	-6	-14	-1
Cc1cccc(NC(=O)c2ccoc2C)n1	39	-6	-5	-3	31	-5	5	0	2
CCCC(=O)Nc1ccc(C(=O)NCC2CCCO2)cc1 (stereo not given)	-3	-8	16	4	3	9	4	-1	-13
Cc1ccc(N(CC(=O)NC(C)(C)C)C(=O)CNC(=O)c2cccs2)c(C)c1	-12	-11	-4	5	-3	3	-7	1	-9
Nc1nonc1NC(=O)NN=C1CCCCC1	-9	5	23	-2	-4	2	-4	3	-25
N#Cc1c(NC(=O)COC(=O)c2ccc(F)cc2)sc2c1CCC2	-4	1	-4	-2	51*	-5	1	-3	3
CC1(C2CC(C(F)(F)F)n3nc(C(=O)O)cc3N2)CC1 (stereo not given)	9	-10	10	0	0	6	-2	2	-5
O=C(c1ccco1)N1CCN(Cc2nnc(-c3cccc(Cl)c3)o2)CC1	-11	3	10	0	1	4	3	-2	-1
CN(C)c1ccc(C=Nc2ccccc2C(N)=O)cc1	93*	-3	-274	-5	96*	0	89*	-10	2
COc1ccccc1CNC(=O)C1(NC(=O)Nc2ccc(C)cc2)CCCCC1	-2	-3	5	-3	-2	-5	2	-1	-2
CC(C)c1ccc(NC(=O)CSc2n[nH]c(=O)n2-c2ccc3c(c2)OCCO3)cc1	-12	-5	16	0	-1	4	-3	1	-6
O=C(NC1CCCCC1)c1ccc2[nH]c(=O)c(=O)[nH]c2c1	4	1	-265	-2	7	-3	-2	-2	12
CC(C)n1c(O)c(/C=C2\C=NN=C2c2ccccc2)sc1=S	-23	3	7	-6	-9	0	-5	-5	3
Cc1ccc(C)c(-c2cc(C(=O)Nc3nccs3)c3ccccc3n2)c1	4	-7	15	-5	4	-11	0	-1	12
CCOCCCNC(=O)c1cc2c(s1)-c1ccccc1SC2	-8	1	-7	-2	-4	9	1	-1	44
O=C(OCC(=O)c1cccs1)C1=COCCO1	8	7	36	0	-5	0	-4	1	-8

Part of the list above in order of formula weight, low to high.
SMILES	SENP6 block	HKDC1 inhibitor	SENP8 block-1	beta cell repl	SENP7 block	UBC13 polyUb	SENP8 block-2	SENP1 inh	PfGluPho inh
CC1(C2CC(C(F)(F)F)n3nc(C(=O)O)cc3N2)CC1 (stereo not given)	9	-10	10	0	0	6	-2	2	-5
Cc1ccc2nc(SCc3nc4c(cnn4-c4ccccc4)c(=O)[nH]3)[nH]c2c1	4	-3	17	0	3	-9	-6	-14	-1
Cc1ccc(N(CC(=O)NC(C)(C)C)C(=O)CNC(=O)c2cccs2)c(C)c1	-12	-11	-4	5	-3	3	-7	1	-9

More compounds:
SMILES	SENP6 block	HKDC1 inhibitor	SENP8 block-1	beta cell repl	SENP7 block	UBC13 polyUb	SENP8 block-2	SENP1 inh	PfGluPho inh
O=C(Nc1ccncc1)OCc1ccccc1	3	5	13	1	-3	-2	-10	1	-17
CCCNC(=O)OC[C@H]1O[C@H](CCO/N=C/c2ccc(C(=O)N3[C@H](c4ccc(C)cc4)[C@@H](C)CC[C@H]3C(=O)OC)cc2)C=C[C@@H]1Oc1ccc(OC)cc1	-4	/	/	-3	-5	-2	-5	/	/
N#CCN1CCN(CCC(=O)Nc2ccc(OCc3ccccc3)cc2)CC1	-15	-9	27	-3	-10	2	-9	-3	-6
O=C(CCN=C1NS(=O)(=O)c2ccccc21)OCC(=O)c1ccc(F)c(F)c1	0	0	11	6	4	-3	3	-1	-4
CNc1ccc(Br)cc(C(=O)/C=C/c2cccc(OC)c2OC)c1=O	14	27	-12	-5	7	-12	-3	-17	34
CCc1ccc(/C(C)=N/Nc2cc(Cl)nc(C)n2)cc1	-2	-4	7	-4	-2	1	-8	2	22
COc1ccc(/C(N)=N/OC(=O)Cc2ccccc2OC)cc1	-7	-2	1	2	-4	-6	-17	3	-1
OC1CC(c2ccco2)NC2(CCCCC2)C1 (stereo not given)	-12	-3	6	1	-3	-10	6	-4	0
N#Cc1ccc(NC(=O)COC(=O)C2=COCCO2)cc1	7	-2	17	1	4	4	2	-1	-1
CC(C)(C)OC(=O)N1CCCN(C(=O)c2ccc(Cl)cc2)CC1	4	-3	14	-2	6	0	2	2	5
CCN1CCN(S(=O)(=O)c2ccc(Cl)c(C(=O)N(C)Cc3ccc(C(C)(C)C)cc3)c2)CC1	/	3	2	/	/	/	/	3	15
COC(=O)c1c(NC(=O)CC2Sc3ccc(C(F)(F)F)cc3NC2=O)sc(C)c1C (stereo not given)	0	-11	-26	0	1	4	-1	-1	-7
Cc1c(C(=O)NCc2cccnc2)oc2ccc(S(=O)(=O)N3CCCCCC3)cc12	-18	0	11	-3	3	8	4	2	-3
CCN(c1ccccc1)S(=O)(=O)c1cccc(C(=O)N(C)CC(=O)Nc2ccc(F)c(F)c2F)c1	/	-5	12	/	/	/	/	2	15
Cc1ccc(N2CC(C(=O)Nc3ccccc3OC(F)F)CC2=O)cc1 (stereo not given)	4	-2	15	2	4	6	1	0	6
Cc1ccc(C)c(NC(=O)COc2coc(CN3CCc4ccccc4C3)cc2=O)c1	-5	2	6	0	-1	-1	3	-8	-1
Cc1cc(NC(=O)CSc2nc(C3CC3)nc3sc4c(c23)CCC(C)C4)no1 (stereo not given)	-19	-10	/	-4	13	-20	-10	/	10
CN1CCN(CC(=O)N(C)c2nc(-c3ccccc3)cs2)CC1	-7	-1	15	3	2	14	-6	0	-1
CCN(CC)C(=O)CSc1nnnn1-c1ccc(F)c(Cl)c1	18	4	11	-2	0	5	4	1	-3
CSc1nnc(Cn2c(=O)sc3ccccc32)n1-c1cccc(Cl)c1	-4	-4	20	-1	6	-6	-1	3	8
CC(=O)NC(CC(=O)OCC(=O)c1cc(C)ccc1C)c1ccccc1 (stereo not given)	9	-4	6	2	-2	0	4	0	-1
CC(C)CC(=O)OCC(=O)Nc1ccccc1Sc1ccccc1	-20	1	-3	0	13	6	3	2	7
CCOc1ccc(N2CC(C(=O)Nc3nnc(Cc4ccccc4)s3)CC2=O)cc1 (stereo not given)	6	-1	-3	-1	2	-5	12	0	-8
O=C(CN1C(=O)NC2(CCCCCCC2)C1=O)NC1CCCc2ccccc21 (stereo not given)	5	-14	6	0	-1	6	-9	3	-13
COc1ccc2nc(SCC(=O)Nc3ccc(S(=O)(=O)Nc4nccc(C)n4)cc3)[nH]c2c1	6	-1	24	-1	1	-11	-16	-8	-16
CC(C)(C)NC(=O)CSc1nnc(CN2CCCCCC2=O)n1-c1ccccn1	18	0	-1	-3	3	4	4	3	-11
COc1cccc(CNCCc2c[nH]c3ccccc23)c1OCc1ccccc1F	-23	-4	10	-4	-16	39	-11	0	0
CC(=O)N/C(=C/c1ccc([N+](=O)[O-])cc1)C(=O)O	-4	-8	17	-2	-9	-20	-1	1	-4
Cc1ccc(OCCn2cc(/C=C3\C(=O)NN(c4ccccc4)C3=O)c3ccccc32)cc1	-27	8	21	-4	-2	-40	-9	-9	65*
N#Cc1ccsc1NC(=O)CN1CCN(S(=O)(=O)c2ccc3ccccc3c2)CC1	1	3	-9	-1	-1	-4	0	-43	-1
CN(C)C(CNC(=O)c1ccc(S(=O)(=O)Nc2ccccc2F)cc1)c1ccco1 (stereo not given)	-1	-4	-144	-4	8	43	-5	-21	12
O=C(CN1C(=O)NC2(CCCC2)C1=O)NNC(=O)c1ccc(F)cc1	-4	3	14	2	-1	4	14	2	-2
CC(C)CC1Nc2ncnc(N3CCOCC3)c2N(Cc2ccc(Cl)cc2)C1=O (stereo not given)	-11	-3	-10&9	-1	-14	-9	-14	0&3	2
Cc1ccccc1NC(=O)Nc1ccccc1Br	-17	-12	8	-4	-14	1	-13	1	23
COc1cccc(CC2(CO)CCCN(Cc3[nH]c4ccc(C)cc4c3C)C2)c1 (stereo not given)	-17	0	-17	-7	-5	23	0	-6	10
CCn1cc(CN2CCC(n3nccc3NC(=O)c3ccccc3OC)CC2)cn1	5	-1	6	-6	-20	-5	-5	1	-10
COc1ccc(N2CCN(Cc3cc4c(cc3O)CCC4)CC2)cc1	4	12	11	-3	-1	4	-6	-2	23
O=C(CCl)N(C/C=C/c1ccccc1)c1ccc2c(c1)OCCO2	-2	28	-28	-6	-3	6	9	-9	8
COc1ccc(CCNC(=O)COC(=O)c2cc(OC)c(OC)cc2OC)cc1	-2	-7	0	-3	10	0	-1	0	3
CCOC(=O)CSc1ncc(-c2ccc([N+](=O)[O-])cc2)[nH]1	-14	-9	15	-3	3	-13	-4	28	2

The last four records of the section before open the next one.
SMILES	SENP6 block	HKDC1 inhibitor	SENP8 block-1	beta cell repl	SENP7 block	UBC13 polyUb	SENP8 block-2	SENP1 inh	PfGluPho inh
COc1ccc(N2CCN(Cc3cc4c(cc3O)CCC4)CC2)cc1	4	12	11	-3	-1	4	-6	-2	23
O=C(CCl)N(C/C=C/c1ccccc1)c1ccc2c(c1)OCCO2	-2	28	-28	-6	-3	6	9	-9	8
COc1ccc(CCNC(=O)COC(=O)c2cc(OC)c(OC)cc2OC)cc1	-2	-7	0	-3	10	0	-1	0	3
CCOC(=O)CSc1ncc(-c2ccc([N+](=O)[O-])cc2)[nH]1	-14	-9	15	-3	3	-13	-4	28	2
Cc1ncc(CO)c2c1OC(C)(C)OC2	-5	8	15	0	4	7	1	1	-9
CCOc1cc(/C=C2\C(=N)N3N=CSC3=NC2=O)ccc1OS(=O)(=O)c1ccccc1	-7	17	-4	-4	-7	3	0	-18	-30
COCCN(Cc1cc2cc(C)ccc2n2nnnc12)C(=S)Nc1ccccc1C	-1	-4	9	-4	-8	-5	-4	2	-5
c1ccc(Nc2ncnc3sc4c(c23)CCC4)cc1	-7	16	-6	0	4	3	-6	-1	5
C=CCn1c(SCC(=O)Nc2ccc3c(c2)OCO3)nnc1-c1cc(Br)ccc1O	5	5	-2	-1	-5	4	-4	1	-48
CC(C)NC(=O)C1CCCN(S(C)(=O)=O)C1 (stereo not given)	-2	-6	25	1	-2	1	-1	1	8
Cc1cc(C(=O)N2CCCC(C(=O)c3ccc4ccccc4c3)C2)nn1C (stereo not given)	21	1	2	2	3	16	3	1	-1
Cc1ccc(-c2[nH]c3cc(C(N)=O)ccc3c(=O)c2O)cc1	0	-3	-386	-2	1	14	7	57	-23
O=C(CN1CCN(c2cnn(-c3ccccc3)c(=O)c2Cl)CC1)NC1CCS(=O)(=O)C1 (stereo not given)	1	2	4	0	6	-6	0	2	-3
O=S(=O)(c1ccccc1)N1CCC(O)(CN2CCN(c3ccccc3)CC2)CC1	/	-5	23	/	/	/	/	2	0
CC(C)(C)c1cc(NC(=O)c2ccco2)no1	67*	-4	9	-4	71*	-4	32	1	4

Screening results deposited in PubChem BioAssay by Sanford-Burnham Center for Chemical Genomics.
